# Source: PubChem BioAssay
# Pol beta inh: qHTS Assay for Inhibitors of DNA Polymerase Beta. actives 1.3% (n = 340,000). P06746. Pol beta primer extension/strand displacement, fluorescence kinetic. Potency, µM (titrated, usually from 114 µM), for inactives: top-dose activity change, negative = inhibition, actives largely listed as inhibitors. AID 485314, 2010; further: potency means the concentration at half of the fitted maximal effect; on the % scale 0 is the no-effect control and ±100 the full control effect
#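 10 nM enzyme + cpd, 15 min RT; start with substrate 50 nM final; read 0 min and after 10 min RT. Corrected, normalized data; 4-parameter Hill curve fit.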
# APE1 inh: qHTS Assay for Inhibitors of the Human Apurinic/apyrimidinic Endonuclease 1 (APE1); actives 0.35% (n = 350,000); DNA repair nuclease/redox regulator APEX1 (Homo sapiens), P27695; recombinant APE1, TAMRA/BHQ-2 abasic DNA cleavage fluorescence; Potency, µM (doses to about 65.8 µM), without a hit: top-dose activity change, negative = inhibition, actives largely listed as inhibitors;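 further: potency means the concentration at half of the fitted maximal effect; plate controls were vehicle for no effect and reference inhibitor for full effect; nearly all actives have a fitted effect of over 55% in size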
#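 Incision of a quenched TAMRA/BHQ-2 THF abasic-site duplex (50 nM) by 0.75 nM APE1, after 15 min compound preincubation, measured as fluorescence increase over three 60 s reads. Values normalized to buffer, DMSO and NSC13755 control wells.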
# POLI inh: qHTS for Inhibitors of Polymerase Iota. DNA polymerase iota (Homo sapiens), Q9UNA4. Pol iota fluorescent replication assay, 10 min. Potency, µM (doses to about 115 µM), inactives show at the top dose activity, negative = inhibition, usual class: inhibitors. actives 1% (n = 390,000); further: potency means the concentration at half of the fitted maximal effect
#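 Fluorescent replication assay read twice, at 0 min and 10 min after adding 50 nM (final) substrate. Enzyme (10 nM) and compounds were first incubated 15 min at room temperature; enzyme-free buffer wells were negative controls.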
# ERG Ets-DNA blk: qHTS for Small Molecule Inhibitors of the ERG Ets/DNA interaction | Potency, µM (top dose mostly 76.9 µM), inactives show at the highest dose FP activity, negative = inhibition, actives largely listed as inhibitors | fluorescence polarization, His-ERG Ets domain / labelled DNA | Transcriptional regulator ERG (Homo sapiens), P11308 | AID 624246, 2012 | actives 0.028% (n = 370,000); active means well fitted inhibition curve with a large enough effect in the polarisation, with a control signal flat; inconclusive means small, poorly fitted or top-dose-only effect, or effect the other way, or a change in a side signal; inactive means no such curve, though single readings can be large or run the other way; the % refers to the polarisation;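 further: polarization taken with two DNA probes labelled with fluorescein and Texas red; potency means the concentration at half of the fitted maximal effect; % of control where 0% means no effect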
#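 His-tagged ERG Ets domain (1 uM in the protein solution; 300mM KCl, 50mM Tris-HCl, 1mM EDTA, 1mM DTT, pH 7.5) received compound, then a probe mix of 5 nM fluorescein-DNA and 100nM Texas-615-DNA. Fluorescence polarization was read for both dyes.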
# TRHR ag: qHTS for Small Molecule Agonists and Allosteric Enhancers of Human TRH Receptor: Primary Screen for Agonists; Thyrotropin-releasing hormone receptor (Homo sapiens), P34981; TRHR cells, calcium flux fluo-8, FDSS agonist mode; actives 0.18% (n = 360,000); activation, % at 2 µM; AID 493084, 2011; in the data active means activation above about 30%; further: 0% is about no effect
#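 TRHR-expressing cells, plated overnight in medium with 10% serum, were loaded with fluo-8 calcium dye at room temperature. After a 10 s baseline, library compound was pin-added and calcium release was recorded kinetically (ex 480/em 530) as agonist response.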
# BLM helicase inh: qHTS Assay for Inhibitors of Bloom's syndrome helicase (BLM). RecQ-like DNA helicase BLM (Homo sapiens), P54132. recombinant BLM DNA unwinding, fluorescence dequenching. actives 0.2% (n = 350,000). Potency, µM (titrated, usually from 56.1 µM), inactives show top-dose activity change, negative = inhibition, hits mostly inhibitors;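 further: potency means the concentration at half of the fitted maximal effect; plate controls were vehicle for no effect and no enzyme for full effect; nearly all actives have a fitted effect of over 35% in size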
# Target sequence (P54132 whole entry, looked up): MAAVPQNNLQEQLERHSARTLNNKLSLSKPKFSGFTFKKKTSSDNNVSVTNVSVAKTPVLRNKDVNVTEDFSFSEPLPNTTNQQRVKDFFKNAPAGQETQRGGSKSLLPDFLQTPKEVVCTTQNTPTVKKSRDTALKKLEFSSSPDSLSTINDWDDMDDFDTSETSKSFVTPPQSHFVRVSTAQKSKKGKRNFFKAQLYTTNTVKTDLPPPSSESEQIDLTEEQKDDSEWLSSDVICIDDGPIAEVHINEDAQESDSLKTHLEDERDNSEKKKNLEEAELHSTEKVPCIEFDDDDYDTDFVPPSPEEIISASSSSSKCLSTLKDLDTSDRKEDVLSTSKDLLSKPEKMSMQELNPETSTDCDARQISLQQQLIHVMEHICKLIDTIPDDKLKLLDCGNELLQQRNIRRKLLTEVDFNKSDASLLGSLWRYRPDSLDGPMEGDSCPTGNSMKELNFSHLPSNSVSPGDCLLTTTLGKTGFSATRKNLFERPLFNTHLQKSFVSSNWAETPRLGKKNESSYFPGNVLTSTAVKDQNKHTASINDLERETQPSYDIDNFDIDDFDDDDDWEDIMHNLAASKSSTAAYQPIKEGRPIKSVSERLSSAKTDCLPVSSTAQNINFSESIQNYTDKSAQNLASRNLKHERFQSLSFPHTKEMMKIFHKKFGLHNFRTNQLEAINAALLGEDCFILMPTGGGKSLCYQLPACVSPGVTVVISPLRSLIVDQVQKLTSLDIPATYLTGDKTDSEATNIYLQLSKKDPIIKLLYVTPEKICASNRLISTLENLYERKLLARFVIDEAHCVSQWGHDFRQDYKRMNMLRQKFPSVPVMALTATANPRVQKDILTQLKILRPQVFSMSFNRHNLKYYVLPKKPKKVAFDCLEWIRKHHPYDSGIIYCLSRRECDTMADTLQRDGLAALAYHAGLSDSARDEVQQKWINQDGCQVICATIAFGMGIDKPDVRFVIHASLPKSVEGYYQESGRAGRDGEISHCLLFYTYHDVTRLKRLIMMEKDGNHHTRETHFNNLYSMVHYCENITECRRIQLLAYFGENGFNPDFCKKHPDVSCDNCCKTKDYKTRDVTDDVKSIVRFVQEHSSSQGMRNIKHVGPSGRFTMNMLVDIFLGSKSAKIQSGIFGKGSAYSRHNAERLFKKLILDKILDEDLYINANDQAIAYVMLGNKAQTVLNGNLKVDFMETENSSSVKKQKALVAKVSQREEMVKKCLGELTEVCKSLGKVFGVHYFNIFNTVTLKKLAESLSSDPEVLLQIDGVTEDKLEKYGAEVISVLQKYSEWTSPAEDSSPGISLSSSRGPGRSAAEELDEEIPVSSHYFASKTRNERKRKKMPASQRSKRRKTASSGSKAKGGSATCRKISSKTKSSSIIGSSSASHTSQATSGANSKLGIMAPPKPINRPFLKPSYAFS
# ALOX12 inh: Primary qHTS assay for inhibitors of human arachidonate 12S-lipoxygenase (ALOX12): Round 2; AID 1671190, 2021; purified 12hLO, xylenol orange hydroperoxide absorbance; Potency, µM (series often up to 108 µM), without a hit: at the highest dose activity change, negative = inhibition, most hits filed as inhibitors; Polyunsaturated fatty acid lipoxygenase ALOX12 (Homo sapiens), P18054; actives 1.1% (n = 580,000); further: potency means the concentration at half of the fitted maximal effect; on the % scale 0 is the no-effect control and ±100 the full control effect
#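 Purified human 12hLO at 150 nM in 25 mM Hepes, 0.01% Triton X-100, pH 7.0, preincubated 15 min at room temperature with compound. Reaction started with 40 uM arachidonic acid, 30 min at room temperature. Hydroperoxide measured by Fe-xylenol orange, 573/405 nm absorbance ratio.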
# Apoferritin bind: qHTS Assay for Identification of Novel General Anesthetics; actives 0.074% (n = 350,000); Potency, µM (titrated, usually from 77.5 µM), without a hit: at the highest dose activity change, negative = displacement, most hits filed as inhibitors; apoferritin/1-aminoanthracene competitive binding, fluorescence; Ferritin light chain (Equus caballus), P02791; further: potency means the concentration at half of the fitted maximal effect; on the % scale 0 is the no-effect control and ±100 the full control effect; nearly all actives have a fitted effect of over 20% in size
#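 Concentration-response curves derived by four-parameter Hill fitting of normalized fluorescence, where compounds displaced 1-AMA from 10 uM horse apoferritin following a brief 10 min room-temperature incubation; propofol titration acted as positive control.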
# Pol kappa inh: qHTS for Inhibitors of Polymerase Kappa; DNA polymerase kappa (Homo sapiens), Q9UBT6; purified Pol kappa, fluorescent DNA synthesis assay, 10 min; Potency, µM (doses to about 107 µM), inactives show at the highest dose activity, negative = inhibition, most hits filed as inhibitors; actives 0.53% (n = 400,000); AID 588579, 2011; further: potency means the concentration at half of the fitted maximal effect; on the % scale 0 is the no-effect control and ±100 the full control effect
#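 Pol kappa 10 nM + cpd, 15 min RT; start w/ substrate 50 nM final; fluorescence kinetic read, 0 and 10 min. Neg ctrl: buffer, no enzyme.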
# An asterisk follows results filed as active; ? = inconclusive; . = no result given; & = joins results of further samples; [ ] = another dose, or the depositor's remark. Unless noted, the call rests on the fitted dose curve; in most records, active means well fitted curve in the direction sought with a large enough effect; inconclusive means small, poorly fitted or top-dose-only effect, or another doubt; inactive means no such curve, though single readings can be large; an effect the other way counts as inactive or inconclusive.
SMILES,Pol beta inh,APE1 inh,POLI inh,ERG Ets-DNA blk,TRHR ag,BLM helicase inh,ALOX12 inh,Apoferritin bind,Pol kappa inh
Cc1cc(C)n(C2CC(=O)N(c3ccccc3)C2=O)n1 (centres undefined),8.1%,-2.6%,9.6%,-1.2%,0.1,-11.7%,1.3%,-7.1%,-0.9%
CC/C(=N/NC(=O)CCC(=O)Nc1ccccc1OC)c1ccccc1,21.3%,5.5%,34.4%[activator],2.3%,0.1,-1.6%,1.2%,-8.4%,-12.2%
CCOC(=O)N1CCN(c2ncnc3c2cnn3-c2ccc(Cl)cc2)CC1,-11.1%,-6.1%,.,.,-0.1,-1.5%,12.8%,8.5%,.
COc1ccc(CCn2c(SCC(=O)Nc3cc(C)on3)nc3ccsc3c2=O)cc1OC,?,4.3%,23.2%,4.6%,-0.9,-5.0%,-19.4%,-9.2%,-4.0%
CC(C)CN1CCC(=O)N(CCSc2ccc(Br)cc2)CC1,-0.2%,1.2%&-2.7%,17.7%&-2.0%,13.0%,-0.4,-1.3%&3.9%,-11.9%,-16.3%&-5.7%,10.8%&-6.0%
CCOc1ccc(C(=O)NCC(=O)N2CCN(C/C=C/c3ccccc3)CC2)cc1OCC,.,-21.7%,12.8%,4.3%,-0.4,.,32.1%[activator],.,-2.8%
COc1cc(C(=O)OCC(=O)c2cc(C)n(CC3CCCO3)c2C)ccc1OCC(=O)N1CCOCC1 (centres undefined),.,.,21.3%,-9.0%,.,.,27.6%,.,-2.1%
Cc1cc(Br)ccc1NC(=O)CN(C)C(=O)CN1C(=O)NC2(CCCC2)C1=O,.,20.5%,-0.5%,-1.6%,-0.5,.,-23.0%,.,-0.7%
O=C(NCc1ccco1)C(c1ccncc1)N(CCC1=CCCCC1)C(=O)Cn1nnc2ccccc21 (centres undefined),6.1%,-1.4%,11.6%,-0.7%,-0.4,-0.6%,28.1%,-14.5%,-1.9%
Cc1ccc(NC(=O)COC(=O)CCc2ccc(S(=O)(=O)N3CCOCC3)cc2)cc1C,4.4%,-8.2%,85.2%[activator],-3.0%,0.1,-6.0%,-0.7%,7.5%,-5.7%
Cc1cccc(COc2ccc(/C(O)=C3\C(=O)C(=O)N(CCN(C)C)C3c3ccncc3)cc2)c1 (centres undefined),4.5%,-3.4%,6.3%,2.7%,0.4,-1.1%,.,?,-15.5%
CCCC(=O)OCc1cnc(C)c2oc(=O)c(C(=O)Nc3ccccc3)cc12,10.2%,.,?,-0.3%,0.3,-4.5%,-17.1%,0.0%,-19.9%[60.1 µM]
COC(=O)c1[nH]c2cccc(OC)c2c1NC(=O)C(C)N1CCC(C)CC1 (centres undefined),6.6%,1.9%,18.9%,2.4%,0.3,-1.6%,18.3%,-12.1%,-20.2%
COC(=O)CN(c1nc(C)c(Cl)c(OC)n1)S(=O)(=O)c1ccc(C)cc1,13.6%,-7.2%,8.6%,10.9%,-0.2,-7.8%,4.5%,-2.5%,1.4%
CCOC(=O)C1=C(c2ccccc2)N=C2SCC(=O)N2C1c1ccc2c(c1)OCO2 (centres undefined),14.2%,19.0%,5.8%,-0.6%,-0.3,-8.2%,455.2%[activator],-15.3%,-14.0%

# Part of the list above in order of molar mass, low to high:
SMILES,Pol beta inh,APE1 inh,POLI inh,ERG Ets-DNA blk,TRHR ag,BLM helicase inh,ALOX12 inh,Apoferritin bind,Pol kappa inh
Cc1cc(C)n(C2CC(=O)N(c3ccccc3)C2=O)n1 (centres undefined),8.1%,-2.6%,9.6%,-1.2%,0.1,-11.7%,1.3%,-7.1%,-0.9%
CC/C(=N/NC(=O)CCC(=O)Nc1ccccc1OC)c1ccccc1,21.3%,5.5%,34.4%[activator],2.3%,0.1,-1.6%,1.2%,-8.4%,-12.2%
CCCC(=O)OCc1cnc(C)c2oc(=O)c(C(=O)Nc3ccccc3)cc12,10.2%,.,?,-0.3%,0.3,-4.5%,-17.1%,0.0%,-19.9%[60.1 µM]
CC(C)CN1CCC(=O)N(CCSc2ccc(Br)cc2)CC1,-0.2%,1.2%&-2.7%,17.7%&-2.0%,13.0%,-0.4,-1.3%&3.9%,-11.9%,-16.3%&-5.7%,10.8%&-6.0%
CCOC(=O)N1CCN(c2ncnc3c2cnn3-c2ccc(Cl)cc2)CC1,-11.1%,-6.1%,.,.,-0.1,-1.5%,12.8%,8.5%,.
COC(=O)CN(c1nc(C)c(Cl)c(OC)n1)S(=O)(=O)c1ccc(C)cc1,13.6%,-7.2%,8.6%,10.9%,-0.2,-7.8%,4.5%,-2.5%,1.4%
CCOC(=O)C1=C(c2ccccc2)N=C2SCC(=O)N2C1c1ccc2c(c1)OCO2 (centres undefined),14.2%,19.0%,5.8%,-0.6%,-0.3,-8.2%,455.2%[activator],-15.3%,-14.0%
Cc1cc(Br)ccc1NC(=O)CN(C)C(=O)CN1C(=O)NC2(CCCC2)C1=O,.,20.5%,-0.5%,-1.6%,-0.5,.,-23.0%,.,-0.7%
CCOc1ccc(C(=O)NCC(=O)N2CCN(C/C=C/c3ccccc3)CC2)cc1OCC,.,-21.7%,12.8%,4.3%,-0.4,.,32.1%[activator],.,-2.8%
Cc1cccc(COc2ccc(/C(O)=C3\C(=O)C(=O)N(CCN(C)C)C3c3ccncc3)cc2)c1 (centres undefined),4.5%,-3.4%,6.3%,2.7%,0.4,-1.1%,.,?,-15.5%

# (next part)
SMILES,Pol beta inh,APE1 inh,POLI inh,ERG Ets-DNA blk,TRHR ag,BLM helicase inh,ALOX12 inh,Apoferritin bind,Pol kappa inh
COc1cccc(/C=C/c2nc(C#N)c(NCCc3ccc(OC)c(OC)c3)o2)c1,2.7%,.,?,-7.7%,-2.0,-5.4%,-3.2%,406.9%[activator],-0.8%
Cc1nnc(SCC(=O)Nc2ccc(F)cc2)n(N)c1=O,0.6%,51.5%[activator],33.0%,4.1%,-0.6,-1.2%,9.2%,-0.7%,7.4%
CCCCC(=O)Nc1ccc(C(=O)c2ccccc2)cc1,-0.2%,4.7%,8.5%,-5.1%,-1.7,-4.7%,4.3%,-21.2%,-12.5%
C[C@@H]1OC(O[C@H]2[C@H](Oc3cc(O)c4c(=O)c(O)c(-c5ccc(O)cc5)oc4c3)O[C@H](CO)[C@@H](O)[C@@H]2O)[C@H](O)[C@H](O)[C@H]1O (some centres undefined),.,-9.0%,.,.,.,-7.4%,0.3%[57.4 µM],-2.4%,8.1%[60.1 µM]
CCOC(=O)c1ccccc1NC(=O)c1ccccc1N(C)S(C)(=O)=O,34.8%,3.1%,16.5%,9.9%,-0.1,3.3%,0.0%,-11.1%,-5.1%
COc1cc(NC(=O)Cc2cccc3ccccc23)c(C(=O)O)cc1OC,2.1%,19.9%,18.6%,1.0%,0.3,-9.9%,?,-10.4%,0.2%
CCOC(=O)c1[nH]c(C)c(C(=O)NCCc2ccc(OC)cc2)c1C,5.8%,5.4%,9.8%,-11.6%,-0.2,-1.8%,2.1%,-6.2%,-1.7%
Clc1ccc(CSCCc2ccncc2)cc1,7.7%,?,1.5%,-7.6%,0.0,-5.0%,285.9%[activator],?,-0.5%
Cc1ccc(SCC(=O)c2ccc[nH]2)cc1,1.3%,-2.1%,54.7%[activator],-6.3%,1.2,-5.5%,?,?,-0.2%
CC1CC1C(=O)Nc1cc(S(=O)(=O)N2CCOCC2)ccc1N1CCCC1 (centres undefined),102.4%,-10.0%,85.3%[activator],-0.2%,0.5,-0.2%,-1.1%,-9.9%,-2.6%
NC(=O)N1CCc2ccccc21,49.6%,-0.2%,18.1%,1.2%,0.3,-3.0%,?,-13.6%,-8.4%
COc1ccc(-c2cnnc(N/N=C/C(C)=C/c3ccccc3)n2)cc1,12.8%,-1.1%,.,.,0.4,1.7%,.,-3.7%,.
CCN(CC)c1ccc(C(=O)c2cnc(/N=C/N(C)C)s2)cc1,-0.9%,-3.4%,121.3%[activator],2.3%,1.8,-2.0%,-6.6%,-20.2%,-7.5%
CCN(C(=O)Cn1cc(S(=O)(=O)N2CCN(c3ccccc3F)CC2)c2ccccc2c1=O)c1ccc(C)c(C)c1,-1.0%,.,6.0%,3.0%,-1.3,-3.7%,-16.1%,47.4%[activator],-20.4%
O=C(c1cnn2c(C(F)F)cc(-c3ccccc3)nc12)N1CCc2ccccc2C1,5.6%,21.3%,50.5%[activator],2.8%,0.0,-8.2%,2.6%,-6.0%,-13.9%
Cc1ccc(C(C)C)c(OCC(=O)Nc2ccc3c(c2)nc(CCNC(=O)c2ccco2)n3C)c1,?,.,-0.6%,-7.8%,-0.3,-14.3%,-3.7%,1.8%,0.0%

# Some of the compounds tested; rates above refer to the full screens.
